Pf growth 48h: inhibits P. falciparum growth in the first generation, 48 h; P. falciparum luciferase growth in erythrocytes, 48 h; Potency, µM (doses to about 28.7 µM), for the others: at the highest dose activity change, negative = inhibition, actives largely listed as inhibitors; 5.9% of 310,000 active; AID 504832
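Luminescence readout; reporter = integrated firefly luciferase in P. falciparum. RBC culture at 2% hematocrit, 0.1% parasitemia final, 37 C/5% CO2; decreased signal taken as growth inhibition.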
TbPYK inhibitor: inhibitors of Trypanosoma brucei pyruvate kinase | AID 624173 | TbPYK enzyme, Kinase-Glo Plus ATP luminescence, 45 min | Q57TT1 | 0.12% of 410,000 active | Potency, µM (doses to about 76.8 µM), inactives show top-dose activity, negative = inhibition, actives largely listed as inhibitors; also: nearly all actives have a fitted effect of over 50% in size
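T. brucei PYK with substrate was exposed to pin-transferred compounds across a concentration series, then started with 130 uM ADP (final). After 45 min at room temperature, Kinase-Glo Plus luminescence was read, normalized and curve-fitted.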
Sm TGR block: S. mansoni TGR enzyme inhibition; purified TGR, DTNB reduction, TNB absorbance 405 nm; Potency, µM (highest dose often 114 µM), for inactives: at the highest dose activity change, negative = inhibition, most hits filed as inhibitors; 3% of 360,000 active; also: nearly all actives have a fitted effect of over 60% in size
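TGR 20 nM + NADPH 100 uM (dispensed conc.), cpd preinc 15 min RT; start with NADPH (500 uM addition) then DTNB (15 mM addition). Kinetic TNB absorbance, 405 nm filter. Four-parameter Hill fit across titration.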
Pf growth 96h: P. falciparum growth inhibition at 96 hours. P. falciparum luciferase reporter growth, 96 h. Potency, µM (doses to about 28.7 µM), without a hit: top-dose activity change, negative = inhibition, actives largely listed as inhibitors. 6.9% of 320,000 active
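Compounds incubated with erythrocytes infected by luciferase-expressing P. falciparum (2% hematocrit, 0.05% parasitemia final) for 96 hours, 37 C in 5% CO2. Growth inhibition scored as decreased luciferase luminescence.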
LmPK inhibitor: LmPK (Leishmania mexicana) enzyme inhibition | Q27686 | purified LmPK, Kinase-Glo ATP luminescence, 1 h | Potency, µM (doses to about 57.5 µM), inactives show at the highest dose activity change, negative = inhibition, hits mostly inhibitors | 0.37% of 290,000 active
Target sequence (Q27686 whole entry, looked up): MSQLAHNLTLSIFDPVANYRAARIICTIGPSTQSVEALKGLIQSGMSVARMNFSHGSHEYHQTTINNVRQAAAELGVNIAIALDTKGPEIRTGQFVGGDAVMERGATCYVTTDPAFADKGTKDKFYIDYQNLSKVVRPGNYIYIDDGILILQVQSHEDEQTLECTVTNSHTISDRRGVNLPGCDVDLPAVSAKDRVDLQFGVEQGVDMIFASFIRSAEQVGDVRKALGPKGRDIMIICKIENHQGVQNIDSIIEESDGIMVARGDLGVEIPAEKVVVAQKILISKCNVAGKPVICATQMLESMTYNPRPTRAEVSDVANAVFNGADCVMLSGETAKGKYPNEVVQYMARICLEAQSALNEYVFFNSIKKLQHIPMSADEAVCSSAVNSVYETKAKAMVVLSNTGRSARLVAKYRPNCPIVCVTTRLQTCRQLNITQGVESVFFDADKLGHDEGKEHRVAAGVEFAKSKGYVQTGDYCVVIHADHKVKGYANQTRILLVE
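0.1 nM LmPK, 0.5 mM PEP, 0.1 mM ADP; 50 mM imidazole pH 7.2, 7 mM MgCl2, 50 mM KCl; 1 h RT. Kinase-Glo luminescence readout, normalized to no-enzyme (full inhibition) and uninhibited wells.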
HCV inh: blocks hepatitis C virus. Potency, µM (titrated, usually from 41.8 µM), for inactives: at the highest dose activity change, negative = inhibition, hits mostly inhibitors. 3.4% of 340,000 active. Huh7.5.1 HCVcc-Cre infection, luciferase reporter, 44 h. AID 651820
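Infectious HCVcc-Cre (~0.5 moi) was added to cells just after compound, with cells seeded 4 h earlier at 1,000 per well. Luciferase activity after 44 h culture reported infection; substrate was incubated 15 min at room temperature before reading.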
An asterisk follows results filed as active; ? = inconclusive; · = not tested or not shown; & = joins results of further samples; [ ] = another dose, or the depositor's remark. Calls follow the shape of the dose curve; as a rule, active = well fitted curve in the direction sought with a large enough effect; inconclusive = small, poorly fitted or top-dose-only effect, or another doubt; inactive = no such curve, though single readings can be large; an effect the other way counts as inactive or inconclusive. % is scaled to controls: 0 for no effect and ±100 for the full control effect; potency is read from the fitted curve at half-maximal effect.

SMILES | Pf growth 48h | TbPYK inhibitor | Sm TGR block | Pf growth 96h | LmPK inhibitor | HCV inh
CCOC(=O)N1CCC(N2C(=O)c3ccccc3C2Nc2ccc(S(=O)(=O)N3CCOCC3)cc2)CC1 (stereo not given) | ? | -2.7% | 2.5% | ? | 6.8% | 14.4%
CC1(C)CN=C(N2CCN(c3ncnc4sc5c(c34)CCCC5)CC2)S1 | 8.3% | · | 2.5% | 14.3% | 2.5% | 11.5%
Cc1cnn(Cc2ccccc2)c1N | 17.0% | -2.4% | 6.8% | ? | -6.8% | 7.2%
C[C@H](NC(=O)N1CCn2c1nc1ccccc12)C(=O)NCc1ccco1 | 6.7% | -1.9% | -11.9% | 33.4%[activator] | 1.4% | 13.1%
CCCn1c(C(O)c2cc(OC)c(OC)c(OC)c2)nc2ccccc21 (stereo not given) | ? | 0.4% | -1.2% | 251.2%[activator] | 0.7% | 3.6%
ClC=C(Cl)Cl | 1.8% | -6.8% | · | 2.5% | · | ·
CC1(c2ccc(Cl)cc2)NC(=O)N(CC(=O)NCCC2=CCCCC2)C1=O (stereo not given) | -0.3% | 1.3% | 1.4% | ? | · | ?
CN(c1ccccc1)S(=O)(=O)c1cccc(C(=O)NCc2ccccc2CN2CCCC2)c1 | ? | 0.6% | 1.8% | ? | · | ?
O=C1CC(N2CCN(c3ccccc3)CC2)C(=O)N1c1ccc2c(c1)OCCO2 (stereo not given) | 7.8% | -1.1% | -21.8% | 12.0% | -0.8% | 6.3%
Cc1nn(C(=O)c2ccc3c(c2)OCO3)c(N)c1-c1ccccc1 | 229.7%[activator] | -0.5% | -1.6% | 1.4% | -10.1% | 6.6%
Cc1ccc(S(=O)(=O)CCC(=O)Nc2ccc(Br)cc2)cc1 | -3.8% | -3.2% | 13.3% | -6.5% | 5.8% | -17.2%
Cc1cc(C)nc(Sc2ccc3nnnn3n2)n1 | 25.8% | -3.4% | 6.1% | 20.3% | -0.9% | 7.5%
CC(C)CNC(=S)N1CCN(Cc2ccc3c(c2)OCO3)CC1 | 2.5% | 16.7% | 17.2% | 98.1%[activator] | -11.9% | -1.4%
COc1ccccc1NS(=O)(=O)c1ccc2ccccc2c1 | -1.7% | -10.8% | 10.6% | -11.5% | 2.8% | -19.6%
CC(=O)c1nnn(-c2cccc([N+](=O)[O-])c2)c1C | 32.9%[activator] | -1.3% | -1.6% | 23.4% | 5.6% | -1.4%
CCOC(=O)C(C)Sc1nnc(NC(=O)c2ccc3c(c2)OCO3)s1 (stereo not given) | -2.5% | -3.2% | 1.4% | 3.4% | 8.4% | 18.5%
NNC(=O)C(Cc1cnc[nH]1)NC(=O)OCc1ccccc1 (stereo not given) | 5.0% | -0.6% | -3.1% | 19.0% | -4.4% | 7.0%
Cc1ccc(OCCNS(=O)(=O)c2ccc(N3CCCC3=O)cc2)cc1 | -2.1% | 0.7% | -0.9% | ? | 3.4% | ?
COc1ccc(C(=O)Nc2nc(-c3ccc(S(=O)(=O)N4CCOCC4)cc3)cs2)cc1 | ? | -2.9% | -0.2% | · | 1.3% | 35.5µM*
Cc1ccc(C(=O)NC(=S)NNS(=O)(=O)c2ccc(C)cc2)cc1 | 1.8% | -13.2% | 22.4µM* | 8.0% | 9.8% | 2.5%
CCOC(=O)COc1ccccc1/C=N/O | -2.8% | 0.3% | -2.5% | 0.0% | -0.9% | -5.9%
CC(=O)Nc1ccc(-c2csc(NC=C3C(=O)OC(C)(C)OC3=O)n2)cc1 | 30.3%[activator] | 0.9% | · | 48.3%[activator] | 2.8% | -9.7%
O=C(OCCN=C1NS(=O)(=O)c2ccccc21)c1cccs1 | 40.7%[activator] | 3.1% | 7.9% | 5.3% | -2.5% | 15.1%
Nc1nnc(CSCc2cccc(Br)c2)s1 | 18.5% | 3.0% | 7.5% | 25.9% | 0.2% | 18.6%
NC(=O)COc1ccc2oc(=O)cc(-c3cc4ccccc4o3)c2c1 | -14.2% | -10.6% | 0.4% | 19.7% | 1.1% | 6.6%

Following part
SMILES | Pf growth 48h | TbPYK inhibitor | Sm TGR block | Pf growth 96h | LmPK inhibitor | HCV inh
Cc1ccc(NC(=O)CC(=O)c2ccccc2)cc1C | 68.7%[activator] | -1.8% | 5.1% | 37.6%[activator] | 4.8% | -17.9%
C#C[C@]1(O)CC[C@H]2[C@@H]3CCc4cc(O)ccc4[C@H]3CC[C@@]21C | 7.0%&-2.7% | -0.2%&-1.9% | 0.8% | -5.0%&-0.8% | 3.0% | ?
O=c1cc(N2CCOCC2)c2ccccc2o1 | · | -2.6% | -25.9% | 50.8%[activator] | -1.8% | 16.3%
COC(=O)c1ccc(CSc2ccc3nnc(-c4ccc(OC)cc4)n3n2)o1 | -6.6% | · | ? | ? | -5.0% | ·
COCCCN1C(=O)C(=O)/C(=C(/O)c2ccc3c(c2)OCCO3)C1c1ccc(C(=O)OC)cc1 (stereo not given) | ? | -10.5% | 9.1% | 59.7%[activator] | -5.5% | -6.7%
CS/C(=N\S(=O)(=O)c1cccs1)Nc1ccc(Cl)cc1 | 15.2% | -1.7% | -7.8% | ? | 2.9% | 1.9%
CCn1c(SCC(=O)N2CCN(c3ccccc3)CC2)nnc1-c1ccncc1 | -19.1% | · | ? | -14.7% | 6.5% | 2.1%
COc1ccc(NC(=O)NNC(=O)COc2ccc([N+](=O)[O-])c(C)c2)cc1OC | 11.5% | 0.0% | -7.6% | 74.3%[activator] | -5.5% | 3.0%
O=C(CN1C(=O)CC(c2ccccc2)=Nc2ccccc21)NC1CCCCC1 | 9.28µM* | -0.6% | 7.7% | ? | 3.2% | -6.6%
CCN(CC)C(=O)CSc1nc(O)cc(=O)n1C | -22.3% | -5.1% | -1.6% | 20.7% | -9.8% | 8.9%
CNC(=S)N(Cc1ccc(OC)cc1)Cc1cc2cccc(C)c2[nH]c1=O | -15.3% | -9.9% | -3.2%[57.1 µM] | -6.9% | 0.1% | -9.4%
Cc1cc(C)c2nc(N3CCCC(C(=O)NC4CCCC4)C3)sc2c1 (stereo not given) | 8.3% | -0.9% | 11.3% | 5.22µM* | 1.8% | -26.9%
CCOc1ccc(NC(=O)N(CCN(C)C)C(C)c2ccncc2)cc1 (stereo not given) | · | -0.8% | -27.4% | 2.7% | 1.0% | -6.6%
COc1ccc(OC)c(C(=O)NC(CC(N)=O)c2ccc(NCCOc3ccccc3)c([N+](=O)[O-])c2)c1 (stereo not given) | 0.8% | -0.3% | 1.0% | ? | 4.3% | -10.4%
Cc1ccccc1-c1nc2ccccc2c(=O)n1C1CCS(=O)(=O)C1 (stereo not given) | 9.3% | -0.9% | 1.5% | · | -1.7% | 6.7%
Cc1ccccc1OCC(=O)NNC(=O)c1ccoc1C | -17.0% | -11.2% | -0.2% | -11.6% | · | -0.6%
CN(C)C1C(=O)C(C(N)=O)=C(O)C2(O)C(=O)C3=C(O)c4c(O)cccc4C(C)(O)C3CC12 (stereo not given) | ? | -0.9% | -20.6% | 0.928µM* | -10.8% | 20.4%
COc1ccc(OC)c(NC(=O)COC(=O)Cc2ccc(Br)cc2)c1 | -7.3% | -0.1% | -1.8% | 2.9% | 1.7% | ?
O=C(CNC(=O)c1ccco1)NCC(=O)OCc1c(F)cccc1Cl | 26.4% | -8.8% | 2.0% | 24.2% | 4.4% | 25.1%
CC(CC(=O)N(C)c1c(N)n(Cc2ccccc2)c(=O)[nH]c1=O)c1ccccc1 (stereo not given) | -17.3% | -1.7% | -2.4% | -9.6% | · | 11.3%[8.37 µM]
Cc1cccc(Nc2nc3c(s2)CCCC3)c1 | 96.5%[activator] | -6.1% | -9.8% | ? | -5.6% | -8.0%
Oc1c(C=C2N=c3ccccc3=N2)sc(=S)n1C1CCCCC1 | 14.1%&9.7% | -1.5%&-17.5% | 7.6%&-0.3% | ? | 3.4%&0.5% | ?
COC(=O)c1cc2oc3ccccc3c2n1Cc1ccccn1 | · | 1.2% | 12.5% | ? | 14.1% | -24.3%
Clc1ccc(CN2CCCCCCC2)cc1 | 12.9% | 9.7% | 6.2% | 13.2% | -8.4% | 2.4%
O=C(CSc1nnc(-c2ccccc2F)n1C1CC1)Nc1ccc2[nH]c(=O)[nH]c2c1 | -9.5% | -3.0% | 6.3% | ? | 1.5% | -9.6%

Single records, from the list above:
COc1ccc(OC)c(NC(=O)COC(=O)Cc2ccc(Br)cc2)c1 reads Pf growth 48h = -7.3%; TbPYK inhibitor = -0.1%; Sm TGR block = -1.8%; Pf growth 96h = 2.9%; LmPK inhibitor = 1.7%; HCV inh = ?
Cc1ccc(S(=O)(=O)CCC(=O)Nc2ccc(Br)cc2)cc1 reads Pf growth 48h = -3.8%; TbPYK inhibitor = -3.2%; Sm TGR block = 13.3%; Pf growth 96h = -6.5%; LmPK inhibitor = 5.8%; HCV inh = -17.2%

As a working copy, some entries already given:
SMILES | Pf growth 48h | TbPYK inhibitor | Sm TGR block | Pf growth 96h | LmPK inhibitor | HCV inh
Clc1ccc(CN2CCCCCCC2)cc1 | 12.9% | 9.7% | 6.2% | 13.2% | -8.4% | 2.4%
O=C(CSc1nnc(-c2ccccc2F)n1C1CC1)Nc1ccc2[nH]c(=O)[nH]c2c1 | -9.5% | -3.0% | 6.3% | ? | 1.5% | -9.6%

Single entries from the results shown.
COC(=O)c1ccc(CSc2ccc3nnc(-c4ccc(OC)cc4)n3n2)o1 @ LmPK inhibitor: -5.0%
O=C(CNC(=O)c1ccco1)NCC(=O)OCc1c(F)cccc1Cl @ Pf growth 48h: 26.4%
CS/C(=N\S(=O)(=O)c1cccs1)Nc1ccc(Cl)cc1 @ Sm TGR block: -7.8%

Following part
SMILES | Pf growth 48h | TbPYK inhibitor | Sm TGR block | Pf growth 96h | LmPK inhibitor | HCV inh
CCn1c(COc2ccccc2C)nc2ccccc21 | 97.9%[activator] | 5.6% | 0.0% | ? | -23.1% | ?
O=C(CN1C(=O)c2ccccc2C1=O)Oc1ccc(F)cc1 | 32.1%[activator] | · | 6.6% | -13.3% | -3.2% | ·
CCn1cc(CN2CCCC(C(=O)c3sccc3C)C2)cn1 (stereo not given) | -5.5% | -5.3% | -0.3% | ? | -0.5% | -4.7%
COc1ccc(N2CC(C(=O)Nc3ccc(S(=O)(=O)Nc4nccs4)cc3)CC2=O)c(OC)c1 (stereo not given) | -17.8% | 0.0% | -8.5% | -31.0% | · | 8.5%
COC(=O)C1(C)CCc2cc(OC)ccc2C1=O (stereo not given) | 3.9% | -5.6% | 4.4% | 6.9% | -6.6% | -4.6%
O=C(CCCN=C1NS(=O)(=O)c2ccccc21)OCC(=O)c1ccc(F)cc1 | 31.1%[activator] | -0.4% | -13.2% | 37.1%[activator] | · | 0.0%[8.37 µM]
CN(C(=O)c1ccc(NC(=O)Cc2ccc(NC(=O)C3CCCN(C(=O)C4CC4)C3)cc2)cc1)C1CC1 (stereo not given) | -7.7% | 3.8% | 4.4% | ? | · | -4.1%
Cc1cccc(OCC(=O)N/N=C/c2sc(=O)n(Cc3cccc(C(=O)O)c3)c2Cl)c1 | -27.5% | -11.9% | 25.1µM* | ? | 5.8% | 1.9%
COc1ccc(/C=C/C(=O)NC(=S)N2C[C@H]3C[C@H](C2)c2cccc(=O)n2C3)cc1OC | ? | 2.9% | -24.8% | 4.6% | 2.4% | ?
COc1ccc(C2=NS(=O)(=O)N(C)C(C(=O)NCc3ccco3)=C2)cc1OC | -2.0% | -1.6% | ? | 39.4%[activator] | 5.5% | -18.3%

Another view of part of the listing above.
mol,Pf growth 48h,TbPYK inhibitor,Sm TGR block,Pf growth 96h,LmPK inhibitor,HCV inh
CCn1c(COc2ccccc2C)nc2ccccc21,97.9%[activator],5.6%,0.0%,?,-23.1%,?
O=C(CN1C(=O)c2ccccc2C1=O)Oc1ccc(F)cc1,32.1%[activator],·,6.6%,-13.3%,-3.2%,·

Compound activity from PubChem.
